Screening results deposited in PubChem BioAssay by National Center for Advancing Translational Sciences (NCATS).
FEN1 inh = inhibitors of human flap endonuclease 1 | Recombinant FEN1 flap cleavage, fluorescence, 15 min | AID 588795 | Potency, µM (titrated, usually from 114 µM), for the others: top-dose activity change, negative = inhibition, actives largely listed as inhibitors | P39748 | 390,000 tested, 0.35% active; also: nearly all actives have a fitted effect of over 65% in size
Target sequence (P39748 whole entry, looked up): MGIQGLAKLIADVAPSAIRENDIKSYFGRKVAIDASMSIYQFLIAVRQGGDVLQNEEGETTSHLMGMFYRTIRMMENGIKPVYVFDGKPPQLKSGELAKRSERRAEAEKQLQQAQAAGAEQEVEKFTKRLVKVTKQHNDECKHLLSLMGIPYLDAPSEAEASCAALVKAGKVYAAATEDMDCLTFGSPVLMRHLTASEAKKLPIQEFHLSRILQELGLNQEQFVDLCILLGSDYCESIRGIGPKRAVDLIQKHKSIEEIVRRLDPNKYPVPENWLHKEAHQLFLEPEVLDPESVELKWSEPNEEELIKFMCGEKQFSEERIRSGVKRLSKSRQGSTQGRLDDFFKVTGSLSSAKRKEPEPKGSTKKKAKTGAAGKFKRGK
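Potency values derive from four-parameter Hill fits of normalized qHTS data. The reaction used 10 nM FEN1 preincubated 15 min at room temperature with compound, then 50 nM DNA substrate, read at 0 and 15 min.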
N370S GC mod = inhibitors or activators of N370S glucocerebrosidase for Gaucher disease. P04062. N370S GC spleen homogenate, 4MU-glucoside fluorescence. Potency, µM (series often up to 59.4 µM), without a hit: top-dose activity change, negative = inhibition, actives largely listed as inhibitors. 330,000 tested, 0.092% active. AID 2101;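 also: 0% = full enzyme activity and -100% = no enzyme basal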
TDP1 block = blocks human tyrosyl-DNA phosphodiesterase 1. Q9NUW8. recombinant TDP1, AlphaScreen DNA substrate cleavage. Potency, µM (series often up to 130 µM), inactives show at the top dose activity change, negative = inhibition, hits mostly inhibitors. 350,000 tested, 0.28% active. AID 485290; also: nearly all actives have a fitted effect of over 40% in size
Target sequence (Q9NUW8 whole entry, looked up): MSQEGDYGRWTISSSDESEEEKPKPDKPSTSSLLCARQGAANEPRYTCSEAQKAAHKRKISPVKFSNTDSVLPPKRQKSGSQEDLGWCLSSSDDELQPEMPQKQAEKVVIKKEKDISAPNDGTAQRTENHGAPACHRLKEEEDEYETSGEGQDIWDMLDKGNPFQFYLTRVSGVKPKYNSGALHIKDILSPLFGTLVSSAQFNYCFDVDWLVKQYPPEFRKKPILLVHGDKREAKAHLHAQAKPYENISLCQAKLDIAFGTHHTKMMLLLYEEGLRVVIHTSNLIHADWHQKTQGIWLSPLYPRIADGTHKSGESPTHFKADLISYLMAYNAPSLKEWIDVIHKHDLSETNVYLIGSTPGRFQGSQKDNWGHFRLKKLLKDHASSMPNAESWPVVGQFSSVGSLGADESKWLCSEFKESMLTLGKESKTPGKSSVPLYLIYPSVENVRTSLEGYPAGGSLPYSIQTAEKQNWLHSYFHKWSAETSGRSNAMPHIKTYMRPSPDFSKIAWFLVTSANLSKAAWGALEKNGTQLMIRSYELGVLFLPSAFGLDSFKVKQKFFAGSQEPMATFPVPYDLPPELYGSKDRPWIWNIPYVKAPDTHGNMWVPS
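Compounds were preincubated with Tdp1 (1 nM final) for 15 min at room temperature before substrate (15 nM final) started a 5 min reaction; beads (10 ug/ml final) were then added for 10 min before AlphaScreen detection.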
An asterisk follows results filed as active; & = joins results of further samples; [ ] = remark or other dose. Calls follow the shape of the dose curve; as a rule, active = well fitted curve in the direction sought with a large enough effect; inconclusive = small, poorly fitted or top-dose-only effect, or another doubt; inactive = no such curve, though single readings can be large; an effect the other way counts as inactive or inconclusive. Unless noted, % is scaled to controls: 0 for no effect and ±100 for the full control effect; potency is read from the fitted curve at half-maximal effect. Hits appear at their usual frequency. Share with any hit: about 0.53%.

`Cc1ccc(-n2ncc3c(NCCCn4ccnc4)ncnc32)cc1` gave FEN1 inh 0.8% and TDP1 block 13.0%.
C=CCOc1ccc2oc(=O)cc(C)c2c1 was read as FEN1 inh 5.4%, N370S GC mod 15.6% and TDP1 block 2.4%.
`CCOC(=O)c1cccc(NC(=O)CSc2nnc(C3CCCCC3)n2C)c1` gave FEN1 inh 7.5%, N370S GC mod -2.1% and TDP1 block 0.0%.
Screening CCc1ccccc1NC(=O)Nc1ccc2c(c1)N(CC)C(=O)c1ccccc1S2 returned FEN1 inh -1.9% and TDP1 block 5.7%.
`CS(=O)(=O)c1ccc(S(=O)CC(=O)Oc2ccc(Cl)cc2)c([N+](=O)[O-])c1` (stereo not drawn) gave FEN1 inh -8.0%, N370S GC mod 7.7% and TDP1 block 2.6%.
Screening O=C(CCCCCNC(=O)N1CCn2c1nc1ccccc12)N[C@H](C(=O)O)c1ccccc1 returned FEN1 inh 6.3% and N370S GC mod -6.0%.
Screening Cc1cc(C(=O)NCC(C)C)c2ccccc2n1 returned FEN1 inh -11.8%, N370S GC mod -4.2% and TDP1 block 2.3%.
`COc1ccccc1CNC(=O)c1cc2sccc2n1C` gave FEN1 inh -4.3%, N370S GC mod 6.6% and TDP1 block 3.8%.
For O=C(NC1CCCCC1)C(c1cc2c(cc1[N+](=O)[O-])OCO2)N1CCCCC1 (stereo not drawn) the results were N370S GC mod inconclusive and TDP1 block -2.5%.
`CCOc1ccc(-c2cc(C(=O)NCCCN3CCN(CC)CC3)c3ccccc3n2)cc1` gave FEN1 inh -16.6%, N370S GC mod -9.3% and TDP1 block -2.0%.
Screening O=C(N/N=C/c1coc2ccc(Cl)cc2c1=O)c1ccncc1 returned FEN1 inh -4.1%, N370S GC mod -18.2% and TDP1 block 6.2%.
For Cc1ccc(C(=O)OCC(=O)c2c(N)n(C)c(=O)n(C)c2=O)cc1S(=O)(=O)N1CCCCC1 the results were FEN1 inh -12.1%, N370S GC mod -2.1% and TDP1 block -1.9%.
Screening COc1cccc2c(=O)cc(C)n(CC(=O)Nc3ccccc3C)c12 returned FEN1 inh 1.0%, N370S GC mod 9.4% and TDP1 block 3.8%.
CN(C)c1nnnn1-c1ccc(OC(F)(F)F)cc1 was read as FEN1 inh 1.6%, N370S GC mod -0.5% and TDP1 block -1.6%.
CCOc1ccc(NC(=O)CCC(=O)NNC(=O)Nc2ccc(Cl)cc2)cc1 was read as FEN1 inh 1.1%, N370S GC mod 4.4% and TDP1 block 2.5%.
For C/C=C/c1ccc(OCC(=O)OCC(=O)Nc2c(C)nn(-c3ccccc3)c2C)c(OC)c1 the results were FEN1 inh -19.2%, N370S GC mod -4.5% and TDP1 block -0.6%.
For Cc1cccc(NC(=O)Cn2ccn(-c3ccc4c(c3)OCCO4)c(=O)c2=O)c1 the results were FEN1 inh -0.1%, N370S GC mod 0.8% and TDP1 block -12.5%[0.505 µM].
COc1ccc(C(=O)NCCN2CCCC2)cc1 was read as FEN1 inh 7.2%, N370S GC mod -8.5% and TDP1 block 5.1%.
For CC(=O)c1ccc(NC(=O)c2onc(C)c2Cl)cc1 the results were FEN1 inh 3.3% and N370S GC mod -1.7%.
Screening CC1CN(c2nc3c(c(=O)n(C)c(=O)n3C)n2Cc2c(F)cccc2Cl)CC(C)O1 (stereo not drawn) returned FEN1 inh 3.7%, N370S GC mod 3.2% and TDP1 block 2.1%.
For COc1ccc(C(O)P(=O)(OC2CCCCC2)c2ccc(N(C)C)cc2)cc1OC (stereo not drawn) the results were FEN1 inh -7.8%, N370S GC mod -1.3% and TDP1 block 4.2%.
For Cc1ccc(CSc2ccc(S(=O)(=O)N3CCOCC3)cn2)cc1 the results were FEN1 inh -9.3% and TDP1 block 1.7%.
For O=C(CCC1CCCC1)Nc1ccc([N+](=O)[O-])cn1 the results were FEN1 inh 3.8%, N370S GC mod 0.8% and TDP1 block 2.4%.
Screening COC(=O)[C@@]1(Cc2ccc(F)cc2)[C@H]2c3cc(C(=O)N(C)C)n(CCN4CCOCC4)c3C[C@H]2CN1C(=O)c1ccccc1 returned N370S GC mod 8.4% and TDP1 block 12.3%.
`CC(C)CC1(C)NC(=O)N(CC(=O)Nc2cccc(S(=O)(=O)N(C)c3ccccc3)c2)C1=O` (stereo not drawn) gave FEN1 inh -6.3%, N370S GC mod -13.8% and TDP1 block 3.1%.
`CN(C(=O)COC(=O)c1cc(=O)[nH]c2ccccc12)c1c(N)n(Cc2ccccc2)c(=O)[nH]c1=O` gave FEN1 inh 4.2% and N370S GC mod -3.1%.
CS(=O)(=O)NCC(c1ccco1)N1CCN(c2ccccc2)CC1 (stereo not drawn) was read as FEN1 inh -2.4% and TDP1 block 2.6%.
For COc1ccccc1CNC(=O)c1oc2ccc(S(=O)(=O)N3CCCC3)cc2c1C the results were FEN1 inh -0.6%, N370S GC mod 12.3% and TDP1 block -3.9%.
Screening COc1ccc(C(=S)N2CCCCC2)cc1Br returned FEN1 inh 2.5%, N370S GC mod -5.6% and TDP1 block 3.6%.
CCCCn1cc2c(c1-c1ccccc1Br)c(=O)n(C)c(=O)n2C was read as FEN1 inh 4.6% and TDP1 block 7.0%.
`O=C(NCC(c1ccco1)N1CCc2ccccc2C1)c1ccc(Cl)cc1` (stereo not drawn) gave FEN1 inh -21.5% and N370S GC mod 4.6%.
`CCOc1cc(C)c(C(C)C)cc1S(=O)(=O)NCc1ccccn1` gave FEN1 inh -0.3%, N370S GC mod 2.7% and TDP1 block 2.0%.
Screening CCN(CC)c1ccc(S(=O)(=O)N2CCOCC2)cc1NC(=O)Nc1ccccc1 returned FEN1 inh -3.5% and TDP1 block -0.1%.
Screening Cn1ccs/c1=N\C(=O)Nc1cccc(C(F)(F)F)c1 returned FEN1 inh 9.9% and N370S GC mod 16.4%.
CC(=O)C1=C(O)C(=O)N(Cc2cccnc2)C1c1ccccc1 (stereo not drawn) was read as FEN1 inh -3.6%, N370S GC mod -1.3% and TDP1 block -1.2%.
`Cc1c(CNC2CCCCC2)c(C(=O)O)c(C)n1Cc1ccccc1F` gave FEN1 inh -4.1% and TDP1 block 0.0%.
Cc1cccn2c(=O)c(C=O)c(N3CCCCC3)nc12 was read as FEN1 inh -0.9%, N370S GC mod -15.3% and TDP1 block 5.1%.
CN1C=CC=C/C1=C1/N=C(c2ccccc2)OC1=O was read as FEN1 inh 16.9%, N370S GC mod 1.4% and TDP1 block 7.7%.
`Cc1cccc(CCNC(=O)C2CCC(=O)N(Cc3ccc(Cl)cc3)C2)n1` (stereo not drawn) gave FEN1 inh 17.1%, N370S GC mod -19.3% and TDP1 block 2.3%.
Screening Cc1cc(C)c(NC(=O)C(=O)NCC(c2cccnc2)N2CCN(Cc3ccccc3)CC2)c(C)c1 (stereo not drawn) returned FEN1 inh 7.8% and TDP1 block 1.3%.
O=C(N/N=C\c1ccc2c(c1)OCO2)c1ccc(Cn2cc(Br)c([N+](=O)[O-])n2)o1 was read as FEN1 inh -0.7%, N370S GC mod -18.7% and TDP1 block -3.0%.
For CNC(=O)c1ccc(OC2CSC2)cc1 the results were FEN1 inh 8.1%, N370S GC mod 6.8% and TDP1 block 2.0%.
`CCOc1ccccc1CN1CCc2nc(Nc3ccccc3)ncc2C1` gave FEN1 inh inconclusive and TDP1 block 6.2%.
`O=C(COC(=O)c1ccccc1NC(=O)c1ccco1)NCC1CCCCC1` gave FEN1 inh -10.3%, N370S GC mod inconclusive and TDP1 block 2.0%.
`COc1ccc(CN(C(=O)c2cc(=O)c3ccccc3o2)C2CCS(=O)(=O)C2)cc1OC` (stereo not drawn) gave FEN1 inh -0.9%&8.4%, N370S GC mod 0.4% and TDP1 block 0.7%&11.0%.
O=C(c1ccc(NC2=NC3CS(=O)(=O)CC3S2)cc1)N1CCc2ccccc2C1 (stereo not drawn) was read as FEN1 inh -12.6%, N370S GC mod 1.4% and TDP1 block 5.2%.
`O=CN1CCN(CC(O)Cn2c3ccccc3c3ccccc32)CC1` (stereo not drawn) gave FEN1 inh -3.1% and N370S GC mod -7.4%.
For Cc1ccccc1-n1c(N)cc(=O)[nH]c1=S the results were FEN1 inh -1.1%, N370S GC mod -4.4% and TDP1 block 4.3%.
Screening Oc1ccc(CCc2n[nH]c(=S)n2-c2ccc(F)cc2)cc1 returned FEN1 inh 3.8%, N370S GC mod 3.6% and TDP1 block 0.0%.
`CCOC(=O)CSc1nn(C)c(=S)s1` gave FEN1 inh -0.2%, N370S GC mod -1.0% and TDP1 block 2.2%.
For CNS(=O)(=O)c1ccc(NC(=O)C2CC(=O)N(c3ccc(Cl)cc3)C2)cc1 (stereo not drawn) the results were FEN1 inh -1.9%, N370S GC mod 1.2% and TDP1 block -10.3%.
`Cn1c(=O)n(C)c2cc(N3CCCCC3)c(NC(=O)c3cccc(Cl)c3)cc21` gave FEN1 inh -5.1%, N370S GC mod 2.5% and TDP1 block 2.5%.
For O=C(NCc1ccc(Cl)cc1)c1cnc(N2CCOCC2)c2ccccc12 the results were FEN1 inh -18.4% and TDP1 block -5.5%.
CN(C(=O)c1ccc(NC(=O)Cc2cccc(NC(=O)C3CCCN(C(=O)C4CCCC4)C3)c2)cc1)C1CCCC1 (stereo not drawn) was read as FEN1 inh 18.0% and TDP1 block 2.8%.
For COc1ccc(Cl)cc1C(=O)NNC(=O)c1cccc([N+](=O)[O-])c1 the results were FEN1 inh -4.9%, N370S GC mod -3.6% and TDP1 block 2.4%.
For N/C(=N\OC(=O)CCCN1C(=O)c2ccccc2C1=O)c1ccc(Cl)cc1 the results were FEN1 inh -6.6%, N370S GC mod -6.9% and TDP1 block -2.1%.
For Cc1ccc(Cl)cc1N1CCN(S(=O)(=O)N2CCCCC2)CC1 the results were FEN1 inh 0.6%, N370S GC mod 9.6% and TDP1 block -7.4%.
For CCN(CC)CCNS(=O)(=O)c1ccc(OC)c(Br)c1 the results were FEN1 inh -8.0%, N370S GC mod -16.1% and TDP1 block 2.8%.
`COc1ccc(OC)c(N(CC(=O)N2CCCC2)S(=O)(=O)c2ccc(C)cc2)c1` gave FEN1 inh 2.5% and N370S GC mod -1.6%.
`Cc1cc(C(=O)N/N=C2\CC(=O)CC(C)(C)C2)c2ccccc2n1` gave FEN1 inh -4.9%, N370S GC mod 22.0% and TDP1 block 4.5%.
`NNC(=O)C(=O)Nc1ccc(O)cc1` gave FEN1 inh 19.2%, N370S GC mod 9.2% and TDP1 block -1.2%.
Screening COc1ccc(-c2cn3nc(N4CCC(C(=O)Nc5cccc(C)c5C)CC4)sc3n2)cc1 returned FEN1 inh 1.2% and TDP1 block 3.7%.
Screening O=[N+]([O-])c1ccc(S(=O)(=O)NCC(c2cccnc2)N2CCOCC2)cc1 (stereo not drawn) returned FEN1 inh 7.4%, N370S GC mod -2.9% and TDP1 block 3.5%.
Screening NC(=O)c1nsc(C(=O)N(Cc2ccco2)C(C(=O)NC2CCCC2)c2ccc(O)cc2)c1N (stereo not drawn) returned FEN1 inh -3.8%, N370S GC mod 28.6% and TDP1 block 9.9%.
Screening COc1ccc(C2(O)CCN(Cc3nnnn3Cc3ccc(C)cc3)CC2)cc1 returned FEN1 inh -5.8%, N370S GC mod -3.8% and TDP1 block 1.0%.
Cc1ccc[n+](CC(=O)Nc2ccc([N+](=O)[O-])cc2)c1 was read as FEN1 inh 15.7% and N370S GC mod -1.1%.
`Cn1c(=O)cc(OCC(=O)N2CCN(c3ccccc3F)CC2)c2ccccc21` gave FEN1 inh 5.8%&-6.5%, N370S GC mod -6.7% and TDP1 block 3.6%&0.0%.
`COc1ccccc1N1CCN(CCCNC(=O)c2cnn(-c3ccccc3Cl)c2C2CCN(C(=O)OC(C)(C)C)CC2)CC1` gave FEN1 inh -10.2% and TDP1 block 2.1%.
`Brc1ccc(CSc2nnc(-c3ccco3)o2)cc1` gave FEN1 inh 6.2%, N370S GC mod 12.8% and TDP1 block -4.3%.

An excerpt taken from the entries so far:
For N/C(=N\OC(=O)CCCN1C(=O)c2ccccc2C1=O)c1ccc(Cl)cc1 the results were FEN1 inh -6.6%, N370S GC mod -6.9% and TDP1 block -2.1%.
For Cc1ccc(Cl)cc1N1CCN(S(=O)(=O)N2CCCCC2)CC1 the results were FEN1 inh 0.6%, N370S GC mod 9.6% and TDP1 block -7.4%.
For CCN(CC)CCNS(=O)(=O)c1ccc(OC)c(Br)c1 the results were FEN1 inh -8.0%, N370S GC mod -16.1% and TDP1 block 2.8%.
`COc1ccc(OC)c(N(CC(=O)N2CCCC2)S(=O)(=O)c2ccc(C)cc2)c1` gave FEN1 inh 2.5% and N370S GC mod -1.6%.
`Cc1cc(C(=O)N/N=C2\CC(=O)CC(C)(C)C2)c2ccccc2n1` gave FEN1 inh -4.9%, N370S GC mod 22.0% and TDP1 block 4.5%.
`NNC(=O)C(=O)Nc1ccc(O)cc1` gave FEN1 inh 19.2%, N370S GC mod 9.2% and TDP1 block -1.2%.
